C-LANA FP – KSHV C-LANA DNA binding inhibition; MBP-C-LANA/FAM-LBS DNA binding, fluorescence polarization; inhibition, % at 9 µM; 340,000 tested, 0.078% active; AID 504423;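 active = highest replicate inhibition at or above 60% at 9 µM, even if other replicates fall short; inactive = all replicates below 60% inhibition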;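 note: 0% = neutral control wells and 100% = 4 µM acridine orange control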
Cardiac RTF inh – cardiac RTF calcium desensitization; P19429+P45379; AID 493244; 340,000 tested, 0.12% active; inhibition, % at 7.15 µM; IANBD-labeled cardiac RTF, Ca2+ fluorescence;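 active = inhibition above the mean inhibition of all tested compounds plus 3 SD, cut at about 17% in these data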;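 note: assay run at fixed EC70 calcium of 1.6 mM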
SR-BI DiI-HDL act – enhances SR-BI lipid uptake from DiI-HDL; CHO ldlA[mSR-BI] cells, DiI-HDL uptake fluorescence, 3 h; 100 = double the neutral-control signal; activation, % at 12.5 µM; 320,000 tested, 0.096% active;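 active = mean replicate activation of at least 60% and every replicate at or above 60%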;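 note: 0% = median plate neutral-control signal and 100% = twice that signal; values of inactives mirror those of a sister screen read the other way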
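System: CHO ldlA[mSR-BI] cells / Medium: HEPES-buffered (25 mM, pH 7.4) F12 plus 0.5% BSA / Probe or stimulus: labelled HDL, 10 µg/mL / Doses: single compound concentration, delivered by pin transfer / Schedule: 3 h, 37 °C / Measured by: DiI fluorescence, bottom read / Measure: cell-associated DiI fluorescence as measure of HDL uptake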
SR-BI DiI inh – blocks mouse SR-BI lipid uptake from DiI-HDL | ldlA[mSR-BI] CHO cells, DiI-HDL uptake fluorescence, 3 h | AID 488896 | 320,000 tested, 0.96% active | inhibition, % at 12.5 µM;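 active = mean replicate inhibition of at least 70% and a set share of replicates each scoring 70 or more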;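 note: 0% = median of neutral control wells and 100% = median of positive control wells; values of inactives mirror those of a sister screen read the other way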
NSD2 inh – NSD2 (human) methyltransferase inhibition | inhibition, % at 12.5 µM | NSD2 peptide methylation, AlphaScreen, 120 min | O96028 | 310,000 tested, 0.54% active | AID 743445; in the data active = inhibition above about 50%
Keap1 Nrf2 FP – inhibitors of human Keap1-Nrf2 protein-protein interaction; Q14145; Keap1 Kelch-Nrf2 peptide fluorescence polarization, 1536-well; inhibition, % at 9.4 µM; 340,000 tested, 0.15% active; AID 504523; in the data active = inhibition above about 12%;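 note: human Keap1 Kelch domain with fluorescein labeled Nrf2 9mer peptide probe; 0% = neutral control wells and 100% = peptide positive control; higher means more block of Keap1 binding to Nrf2 peptide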
Target sequence (Q14145 whole entry, looked up, the tested form may be a part): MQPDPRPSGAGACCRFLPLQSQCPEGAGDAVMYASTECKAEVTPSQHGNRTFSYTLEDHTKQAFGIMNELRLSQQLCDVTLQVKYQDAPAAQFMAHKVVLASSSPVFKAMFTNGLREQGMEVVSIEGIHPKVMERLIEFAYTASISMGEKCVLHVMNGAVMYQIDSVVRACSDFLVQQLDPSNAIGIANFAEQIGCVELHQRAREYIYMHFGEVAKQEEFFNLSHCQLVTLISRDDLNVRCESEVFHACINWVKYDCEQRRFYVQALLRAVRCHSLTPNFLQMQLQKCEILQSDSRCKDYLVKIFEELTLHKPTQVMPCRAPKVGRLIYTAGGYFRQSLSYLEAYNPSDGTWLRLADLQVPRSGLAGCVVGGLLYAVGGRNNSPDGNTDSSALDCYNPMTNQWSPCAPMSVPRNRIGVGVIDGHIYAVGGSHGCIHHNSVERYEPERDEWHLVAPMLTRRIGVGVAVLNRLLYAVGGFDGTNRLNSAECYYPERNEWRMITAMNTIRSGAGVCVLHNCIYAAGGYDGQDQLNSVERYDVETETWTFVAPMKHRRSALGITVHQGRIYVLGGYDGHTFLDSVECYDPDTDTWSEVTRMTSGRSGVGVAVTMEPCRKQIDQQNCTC
DAGLB inhibitor – blocks human DAGLB lipase activity; Q8NCG7; HEK293T DAGLB membrane lysate, EnzChek fluorogenic substrate; inhibition, % at 5.17 µM; 340,000 tested, 0.059% active; AID 504411; in the data active = inhibition above about 34%;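 note: 0% = enzyme with vehicle and 100% = wells lacking enzyme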
Arrestin-AP2 inh – blocks beta-arrestin peptide binding to AP2 adaptin; inhibition, % at 10 µM; FITC-arrestin peptide / GST-AP2 beads, flow cytometry; AP2 beta2 appendage carries R879A mutation; AID 504490; 340,000 tested, 0.31% active;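 active = inhibition above a set limit, near 3 SD of compounds lacking own fluorescence, cut at about 54% in these data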;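 note: plate controls were DMSO wells for no effect and 5 µM unlabelled arrestin peptide for full effect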
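Test system: GST-tagged AP2 beta2-adaptin appendage (R879A) on 4 µm glutathione beads; also added: fluorescein-tagged arrestin peptide at 50 nM final; timing: 12 min plus 1 h, RT; signal: flow cytometry, FL1 (488/535 nm); read-out: percent drop in bead-associated FITC signal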
PKA-R2B activ – activators of human PKA-R2B complex; PKA-R2B holoenzyme dissociation, Cy5-IP20 fluorescence polarization; R2B truncated from residue 108, S112A mutant; 0% DMSO only, 100% 113 µM cGMP; activation, % at 11.4 µM; 340,000 tested, 0.079% active;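 active = activation above a cutoff set at the mean over all compounds plus 3 SD, cut at about 18% in these data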;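 note: higher means more holoenzyme dissociation and a rise in polarization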
Target sequence (P31323 whole entry, looked up, other chains not shown, the tested form may be a part): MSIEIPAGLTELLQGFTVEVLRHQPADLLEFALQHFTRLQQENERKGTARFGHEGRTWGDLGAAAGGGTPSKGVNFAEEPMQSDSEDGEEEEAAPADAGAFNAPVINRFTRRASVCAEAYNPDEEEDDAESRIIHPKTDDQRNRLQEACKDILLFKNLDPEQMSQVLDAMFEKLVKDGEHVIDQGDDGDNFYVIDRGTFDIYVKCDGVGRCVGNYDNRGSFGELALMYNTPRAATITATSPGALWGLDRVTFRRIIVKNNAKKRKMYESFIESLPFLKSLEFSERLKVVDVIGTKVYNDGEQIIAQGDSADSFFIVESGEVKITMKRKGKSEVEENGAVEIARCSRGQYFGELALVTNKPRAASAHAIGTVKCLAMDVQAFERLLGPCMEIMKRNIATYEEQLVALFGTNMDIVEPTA
PvdQ inh – blocks Pseudomonas aeruginosa PvdQ acylase activity. purified PvdQ acylase, fluorescence plate reader. inhibition, % at 10 µM. 340,000 tested, 0.063% active; in the data active = inhibition above about 30%, passing the limit was not always enough;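 note: 0% = vehicle neutral wells and 100% = reference inhibitor wells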
* hit, by the source's call; . = no result given.

SMILES	C-LANA FP	Cardiac RTF inh	SR-BI DiI-HDL act	SR-BI DiI inh	NSD2 inh	Keap1 Nrf2 FP	DAGLB inhibitor	Arrestin-AP2 inh	PKA-R2B activ	PvdQ inh
COc1ccccc1OCCNC(=O)C1CC(=O)N(c2cccc(SC)c2)C1 (configuration not stated)	2.6	-18.0	-0.5	0.5	-1.0	-1.8	3.3	29.8	-5.5	-15.9
CN1CCN(C(=O)c2cnn(-c3ccccc3)c2NC(=O)c2cccs2)CC1	1.4	-2.5	-1.7	1.7	3.0	-3.3	-1.4	8.3	9.1	-15.4
O=C(NCC1CCCO1)c1cc2n(n1)C(C(F)(F)F)CC(c1ccc(Br)cc1)N2 (configuration not stated)	3.4	-0.1	0.7	-0.7	-0.5	0.1	0.2	-2.4	-4.3	-15.0
COc1cc(C2C(Oc3ccccc3C)C(=O)N2Cc2ccc(F)cc2)cc(OC)c1OC (configuration not stated)	-0.8	3.6	-12.0	12.0	-4.9	-1.5	-6.6	-0.1	14.1	-12.5
O=C(COc1ccc2ccccc2c1)Nc1ccc(S(=O)(=O)N2CCCCCC2)cc1	1.2	-4.7	-53.5	53.5	-1.3	-4.1	-10.2	8.8	-4.1	-20.2
Cc1csc(NC(=O)c2ccc(S(=O)(=O)N3CCN(C)CC3)cc2)n1	1.4	-10.9	-0.6	0.6	-2.5	-3.4	-0.2	6.8	4.8	-3.7
Cc1ccc(C)c(N2CCN(S(=O)(=O)c3c(C)noc3/C=C/N(C)C)CC2)c1	-1.0	-1.7	-47.3	47.3	0.1	-7.6	6.9	0.3	11.1	-0.3
O=C(Nc1ccc(Cl)c(Cl)c1)Nc1ccc(Br)cc1F	-2.6	-4.4	4.7	-4.7	-0.1	0.2	-13.9	-11.6	7.7	-2.6
O=[N+]([O-])c1ccccc1S(=O)(=O)N1CCN(Cc2ccccc2)CC1	-3.1	-7.2	10.9	-10.9	1.4	0.9	0.7	17.5	-14.6	-11.1
O=C(Nc1ccc(F)cc1)N1CCCN(c2nccc(C(F)(F)F)n2)CC1	1.1	-8.1	-4.2	4.2	-5.1	-4.4	-7.6	0.9	-3.1	-13.1
COc1ccc(N(C)C(=O)c2ccc3c(c2)nnn3C)cc1	0.7	-6.8	22.0	-22.0	-0.1	5.5	2.4	-13.0	-5.1	-6.8
CCN(CC)CCN(C(=O)C1=COCCO1)c1nc2c(OC)ccc(OC)c2s1	-1.6	-1.4	3.8	-3.8	8.2	-3.4	-1.0	-7.5	-2.2	-10.4
CCOC(=O)C(Sc1nnc2c3ccccc3n(CC)c2n1)C(=O)OCC	-0.4	-4.0	-15.5	15.5	1.7	-6.8	-0.8	10.4	-4.9	0.9
CCOC(=O)C1(Cc2cccc(OC)c2)CCN(Cc2cnc(C)s2)CC1	-1.2	8.7	6.3	-6.3	0.9	-4.9	-1.8	0.9	0.9	0.5
CCC1(CC)C(=O)N(C)C(=O)NC1=NCc1ccccc1	-0.5	-3.1	27.8	-27.8	0.0	2.1	-0.2	6.9	-0.2	-7.6
N#CNC(=Nc1cccc(C(F)(F)F)c1)SCc1ccc(C(=O)O)cc1	0.9	0.5	1.4	-1.4	3.7	1.6	2.9	10.2	-4.0	-8.0
COc1cccc(CN(C)C(=O)CC2C(=O)NCCN2C2Cc3ccccc3C2)c1 (configuration not stated)	-1.0	-8.9	24.2	-24.2	1.2	-0.1	0.3	43.5	-1.6	7.8
CCOC(=O)C1CCN(S(=O)(=O)c2ccc3c(c2)N(C(C)=O)CCO3)CC1	0.5	-1.1	2.9	-2.9	-1.5	1.9	-2.2	-7.0	-7.4	-12.2
O=C(O)c1cccc(-n2cccc2/C=C2/SC(=O)N(CC(=O)N3CCCC3)C2=O)c1	8.5	-4.7	1.5	-1.5	61.1*	-1.4	2.5	-33.5	6.1	-6.1
O=C(Nc1ccc(F)cc1)c1ccc(-n2ccnc2)nc1	1.0	-3.8	-4.1	4.1	-1.0	2.5	-0.8	-0.2	3.0	-11.6
Cn1cc(/C=C2\SC(=O)N(c3ccccc3)C2=O)c2ccccc21	2.4	-2.4	-13.4	13.4	-2.5	-4.5	-11.3	29.9	2.2	-1.5
O=C(NCCN1CCCC1)C1CCC(=O)N(CCCN2CCOCC2)C1 (configuration not stated)	0.4	-2.4	11.0	-11.0	-2.5	-2.3	-2.2	-16.1	-3.1	-7.3
COCCN(CC1CCCN(C2Cc3ccccc3C2)C1)C(=O)CSC (configuration not stated)	-0.2	-8.5	28.7	-28.7	2.1	-1.2	0.2	0.6	-8.8	-2.6
CCOc1ccc(CC(=O)NNC(=S)Nc2ccc(OC)c(OC)c2)cc1	0.0	-2.1	4.3	-4.3	-1.3	-3.2	1.0	10.0	-11.6	-6.2
COC(=O)CCC(=O)CN	-1.1	6.2	17.6	-0.6	.	-4.9	2.0	5.1	-15.7	-12.1
O=C(Cn1ccc2ccccc2c1=O)NCCC(=O)Nc1ccc(F)cc1F	0.6	-37.8	-8.6	8.6	0.3	2.7	-0.8	13.6	-3.9	-2.2
CC1(C)Cc2c(sc3c2c(=O)n(Cc2ccccc2)c2nncn32)CO1	0.6	2.0	3.8	-3.8	1.5	-1.7	-0.3	62.2*	2.6	-10.0
CC[C@]12c3[nH]c4ccc(OC)cc4c3CCN1C(=O)C(CC(=O)NC(C)(C)C)C[C@@H]2C(=O)N1CCN(C(=O)c2ccco2)CC1 (some centres not stated)	0.0	-2.2	-0.1	0.1	.	3.5	0.5	-2.8	8.6	-8.0
CN(C)c1ccc(CN(CC2CCCO2)C(=O)c2cccs2)cc1 (configuration not stated)	-1.9	4.1	14.0	-14.0	11.9	-7.6	1.5	-2.9	-1.5	-7.4
N#CCSc1ccc(S(=O)(=O)N2CCOCC2)cn1	1.1	-1.0	-3.3	3.3	2.2	-3.3	-1.9	-5.4	5.2	-17.7
COc1ccc(C(=O)Nn2cnnc2)cc1	-1.3	4.1	23.8	-23.8	-0.5	-1.5	-0.1	-2.4	-1.5	-2.4
CCCOc1ccc(-c2nnn(CC(=O)N3CCCCC3)n2)cc1	0.1	-22.9	.	.	-9.7	-2.4	-0.6	-1.9	0.8	-18.9
O=C(/C=C/c1ccc2c(c1)OCCO2)N1CCN(c2ccc(F)cc2)CC1	0.7	-6.7	12.6	-12.6	-2.1	-1.3	-1.9	35.9	-11.7	4.6
CCOc1cccc(-c2c(C(=O)N/N=C/c3c(F)cccc3Cl)nnn2-c2nonc2N)c1	0.0	3.6	-57.6	57.6	.	-1.1	-6.9	43.6	6.2	2.0
CCCNC(=O)c1nc(C)n(-c2ccc([N+](=O)[O-])cc2)n1	1.6	.	7.8	-7.8	1.8	2.1	.	3.8	.	5.6
CC(C)Cc1nnc(NS(=O)(=O)Cc2ccccc2)s1	0.5	-7.0	24.5	-24.5	2.1	1.2	1.6	1.9	-9.6	-9.8
C=C(C)CSc1nc(N)c2c(C)c(C)sc2n1	-1.6	12.4	18.0	-18.0	-0.9	-4.2	-3.2	7.6	-6.9	15.4
Cc1cccc(NS(=O)(=O)c2nnc(NC(=O)c3ccc(Cl)cc3)s2)c1	-0.1	-3.5	-0.3	0.3	.	0.6	11.0	-1.3	1.4	-12.8
CSCCC(NC(=O)c1ccccc1)C(=O)N(C)CC(=O)Nc1ccc(N2CCOCC2)cc1 (configuration not stated)	1.8	-7.1	20.4	-20.4	.	-4.1	1.9	-25.5	3.3	-13.1
Cc1cccc(NC(=O)CNC(=O)CCc2nc3sc4c(c3c(=O)[nH]2)CCCC4)c1C	1.7	-9.4	8.8	-8.8	5.2	1.8	3.5	-2.1	1.2	-4.5
CCC1CCCCN1C(=O)c1ccc2nc(Cc3ccc(OC)cc3)oc2c1 (configuration not stated)	0.6	-6.1	-13.1	13.1	-0.4	-2.1	2.0	23.0	-12.6	-7.4
CCOc1cc(N2CCOCC2)c(OCC)cc1NC(=O)CN1C(=O)NC(Cc2ccccc2)C1=O (configuration not stated)	0.5	-5.6	-0.6	0.6	3.2	-5.2	-1.3	6.0	3.5	-8.7
C=CCc1c(C)nc(SCC(N)=O)[nH]c1=O	1.5	-1.6	21.1	-21.1	0.1	-3.2	-1.3	4.1	2.8	-15.1
CCCSc1nc(=S)n(Cc2ccccc2)c(C)c1C(C)=O	0.2	-12.7	0.1	-0.1	-1.9	1.3	0.8	-10.1	-12.4	-11.6
COC(=O)[C@]1(C)N[C@H](CN(C)C(=O)NC(C)C)[C@@H]2C(=O)N(C)C(=O)[C@@H]21	-1.0	-6.0	-2.9	2.9	.	-4.8	-1.3	-16.3	9.0	-12.4
O=C(CSc1ccc(F)cc1)NC12CC3CC(CC(C3)C1)C2	-0.1	2.5	-17.6	17.6	-5.1	0.0	-3.7	23.6	-3.1	2.3
Cc1cc(C)cc(N(CC(=O)NC2CCCC2)C(=O)CCC(=O)Nc2cc(C)on2)c1	-0.1	-4.3	.	.	2.2	1.0	-3.8	25.2	5.2	-0.2
CN1C2CCC1CC(NC(=O)c1cc(S(=O)(=O)N(C)C)c(Cl)cc1Cl)C2 (configuration not stated)	-1.1	-4.8	-27.0	27.0	0.6	-5.0	-0.6	1.5	19.0*	-11.1
CC(C)(C)N(NC(=O)Nc1ccc(Cl)c(Cl)c1)C(=O)c1ccccc1	0.0	3.9	-33.5	33.5	-2.8	-1.8	0.7	-18.5	8.8	3.1

One compound at a time, from the list above. Order of screens: C-LANA FP	Cardiac RTF inh	SR-BI DiI-HDL act	SR-BI DiI inh	NSD2 inh	Keap1 Nrf2 FP	DAGLB inhibitor	Arrestin-AP2 inh	PKA-R2B activ	PvdQ inh
Cc1cc(C)cc(N(CC(=O)NC2CCCC2)C(=O)CCC(=O)Nc2cc(C)on2)c1 reads -0.1	-4.3	.	.	2.2	1.0	-3.8	25.2	5.2	-0.2
CN1C2CCC1CC(NC(=O)c1cc(S(=O)(=O)N(C)C)c(Cl)cc1Cl)C2 (configuration not stated) reads -1.1	-4.8	-27.0	27.0	0.6	-5.0	-0.6	1.5	19.0*	-11.1
CC(C)(C)N(NC(=O)Nc1ccc(Cl)c(Cl)c1)C(=O)c1ccccc1 reads 0.0	3.9	-33.5	33.5	-2.8	-1.8	0.7	-18.5	8.8	3.1
O=C(CSc1ccc(F)cc1)NC12CC3CC(CC(C3)C1)C2 reads -0.1	2.5	-17.6	17.6	-5.1	0.0	-3.7	23.6	-3.1	2.3

Screening data from PubChem BioAssay.
